MKP-3 inhibition – MKP-3 phosphatase inhibitors, primary screen, biochemical, rat enzyme, in vitro (AID 425); Dual specificity protein phosphatase 6 (Rattus norvegicus); recombinant MKP-3 phosphatase activity, fluorescence; higher % means a stronger effect; one-dose inhibition, % at 20 µM; IC50 in µM for titrated hits; 0.17% of 110,000 active; in the data active = inhibition above about 50%;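 also: plate controls were vehicle for no effect and reference inhibitor for full effect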
Hsp70 inhibitors – Hsp70 inhibitors, probe displacement, primary screen, biochemical, fluorescence polarization (AID 583); one-dose displacement, % at 20 µM; IC50 in µM for titrated hits; Heat shock 70 kDa protein 1A (Homo sapiens); 0.06% of 140,000 active; Hsp70 fluorescence polarization probe displacement, mP; higher % means a stronger effect; in the data active = displacement above about 50%;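 also: plate controls were vehicle for no effect and reference ligand for full effect; a part of the inactive calls stands beside numbers as strong as those of hits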
Numbers without * were called inactive; · = not tested or not shown; & = joins results of further samples. Only part of the results is shown; count on the stated rates, not on these rows.

SMILES	MKP-3 inhibition	Hsp70 inhibitors
CSc1ccc(S(=O)(=O)N(CC(=O)Nc2cccc(Br)c2)c2ccc(C)cc2)cc1	6%	1.2%
Cc1ccc(/C=N/n2nnnc2N)o1	-7%	2.8%
COc1ccc(-c2nc(=NC(=O)c3ccco3)sn2-c2ccccc2)cc1	4%	-0.7%
CCOc1ccc(C(=O)Nc2cc(OC)ccc2OC)cc1[N+](=O)[O-]	4%	-1.1%
CN1C(=O)N(c2ccccc2)C(Nc2nncs2)C1(C)C (stereo not given)	-7%	0.9%
O=C(c1cc2nc3c(c(C(F)(F)F)n2n1)CCc1ccccc1-3)N1CCN2CCCC2C1 (stereo not given)	1%	15%
COc1cc(/C=C2/C(=O)N(c3ccccc3)N=C2C)cc(I)c1O	-3%	3.8%
O=c1c2c3c(sc2nc(SCc2ccc([N+](=O)[O-])cc2)n1-c1ccccc1)CCCC3	3%	-5.9%
COC(=O)c1cc2occc2n1CC(=O)Nc1ccc(OC)c(OC)c1OC	4%	·
CCOC(=O)C1C(=O)CC(C)(O)C(C(=O)OCC)C1c1ccc(N(CC)CC)cc1 (stereo not given)	·	-1.8%
CC12CCC(=O)N1C(C(=O)Nc1cccc3ccccc13)CS2 (stereo not given)	-6%	1.4%
COc1nnc(-c2ccc(N3CCCCC3)c(NC(C)=O)c2)c2ccccc12	·	-3.3%
CC1=C(C(=O)OC(C)C)C(c2cccc(Cl)c2Cl)C2=C(CCCC2=O)N1 (stereo not given)	0%	-1.1%
COc1ccccc1-n1cnc2cc(NCc3cccs3)ccc21	·	2.9%
N#CC1=C(N)Oc2cc(O)ccc2C1c1ccccc1 (stereo not given)	0%	5.2%
CCOC(=O)c1c[nH]c2c(Cl)c(Cl)ccc2c1=O	4%	5.2%&2.5%
N#Cc1nc(COc2ccc(-c3ccccc3)cc2)oc1NCc1cccnc1	-2%	-3.9%
COc1ccc(CN2CCN(C(=O)c3ccccc3F)CC2)cc1OCc1ccccc1	4%	3.8%
COCCNC(=O)C(=O)NCCc1ccccc1	4%	-4.6%
COc1cc(CC(=O)Nc2nccs2)cc(OC)c1OC	1%	7.4%
CC(C)OCP(=O)(c1ccccc1)c1ccccc1	-7%&-1%	1.6%&0.2%
COC(=O)Nc1ccccc1C(=O)N1CCCCC1	-9%	-3.1%
CCOc1cc2c(cc1OCC)C(c1cc(OC)c(O)c(OC)c1)NCC2 (stereo not given)	13%	-3.7%
CCOC(=O)N1CCN(C(=O)c2cnn(-c3ccccc3)c2NC(=O)c2ccccc2F)CC1	-1%	6.9%
COc1ccc(OC)c(/C=C2\SC(N3CCOCC3)=NC2=O)c1	3%	-1.2%
COc1ccc(OCCCC(=O)Nc2ccc3c(c2)OCCO3)cc1	-9%	-2.4%
CCCOc1ccc(C(=O)NCCO)cc1	·	3.2%
O=C(Nc1ncn[nH]1)c1ccc(F)cc1	0%	0.4%
Cc1nc(N)nc(-c2ccccc2O)n1	0%	4.1%&-0.8%
CCN(CC)S(=O)(=O)c1ccc(Cl)c(C(=O)Nc2cccc(C(=O)O)c2)c1	3%	2.7%
O=C(Nc1ccc(N2CCOCC2)c(Cl)c1)c1cccc(F)c1	-12%	4.0%
Cc1cc2ncn(C3CC(=O)N(Cc4ccccc4)C3=O)c2cc1C (stereo not given)	-14%	5.5%
CC(C)OC(=O)c1ccc(N2C(=O)C3CC=CCC3C2=O)cc1 (stereo not given)	0%	7.2%
CC1=C(C(=O)OCc2ccccc2)C(c2ccccc2Cl)C2=C(CC(C)(C)CC2=O)N1 (stereo not given)	4%	3.7%
CC1=CC(C)(C)N2C(=O)C3(C(C#N)=C(N)OC4=C3C(=O)CC(C)(C)C4)c3c(C)c(C)cc1c32 (stereo not given)	·	2.3%
CCCSc1nc2c(cnn2-c2ccc(C)cc2)c(=O)[nH]1	0%	8.0%
COc1cc2cc(C)c3nnc(SCC(N)=O)n3c2cc1OC	3%	1.1%
CCOC(=O)c1[nH]c2cc3c(cc2c1CCCN1C(=O)c2ccccc2C1=O)OCCO3	-9%	6.7%
O=C(CC1SC2=NCCN2C1=O)Nc1ccc(Cl)cc1 (stereo not given)	-20%	-2.1%
CC(C)(Oc1ccc(C2CCCCC2)cc1)C(=O)O	2%	-2.8%
Cc1cccc(NS(=O)(=O)Cc2ccccc2)n1	·	-0.3%
Cc1ccc(-c2noc(-c3cccs3)n2)cc1	-9%&1%	0.9%&2.9%
CCOC(=O)C1(C(F)(F)F)N=C(N(C)C)OC(N(C)C)=N1	4%	-1.4%
COc1cc(C(=O)OCC(=O)NC2CCCC2)cc(NC(=O)c2ccco2)c1OC	-3%	1.6%
Cc1cnc(NC(=O)CSc2nnc(Cc3ccccc3)n2C)s1	-17%	-2.3%
Cc1cc(CC(=O)O)c(C)cc1CC(=O)O	-10%	3.5%
COc1ccc(C(=O)CC(c2ccccc2)C2CCCCC2=O)cc1 (stereo not given)	0%	3.8%&-4.1%
COc1ccccc1NC(=O)c1ccccc1SC	1%	-3.8%
Cc1ccc(-c2nnc(CSc3nnc(C)s3)o2)cc1	-6%	1.4%
CCC(=O)Nc1cccc(Oc2ccc3c(c2)C(=O)N(c2ccc(OC)cc2)C3=O)c1	2%	2.0%
Cc1ccnc(NC2c3ccccc3C(=O)N2Cc2ccccc2Cl)c1 (stereo not given)	-8%	1.4%
CCN1C(=O)c2ccccc2S(=O)(=O)c2ccc(C(=O)NCc3cccnc3)cc21	-3%	6.8%
O=C(c1ccco1)N1CCN(C(=O)c2snc3ccc(Cl)cc23)CC1	-4%	1.3%
CCOC(=O)C1CCN(C(=O)c2ccc(OCC)c(OCC)c2)CC1	8%	1.8%
COc1ccc(CNC(=O)C2CCCN(S(=O)(=O)c3cc(C)ccc3OC)C2)cc1 (stereo not given)	-13%	2.7%
O=S(=O)(Nc1ccccc1)c1cc(S(=O)(=O)Nc2ccccc2)c2cc(O)ccc2c1	2%	-4.0%
CCC(=O)Nc1cc(NC(=O)CSc2ncc(-c3ccc(F)cc3)n2Cc2ccco2)ccc1C	-2%	-6.3%
CCN(CC)c1ccc(NC(=O)c2cc3ccccc3o2)cc1	2%	-2.3%
Cc1nnc(SCC(=O)N2CCN(S(=O)(=O)c3ccccc3)CC2)n1Cc1ccccc1	-19%	3.5%
O=C(C(c1ccccc1)c1ccccc1)N1CCN(Cc2ccncc2)CC1	-3%&3%	-5.3%&-2.2%

Rewritten in CSV form: entries from further up.
SMILES,MKP-3 inhibition,Hsp70 inhibitors
CCOC(=O)C1(C(F)(F)F)N=C(N(C)C)OC(N(C)C)=N1,4%,-1.4%
COc1cc(C(=O)OCC(=O)NC2CCCC2)cc(NC(=O)c2ccco2)c1OC,-3%,1.6%

The list continues.
SMILES	MKP-3 inhibition	Hsp70 inhibitors
O=C(Nc1cnn(C23CC4CC(CC(C4)C2)C3)c1)c1cnn2c(C(F)(F)F)cc(-c3ccco3)nc12	26%	16%
Cc1cccc(C(=O)Nc2sc3c(c2C(=O)N2CCCC2)CCCCC3)c1	0%	-4.6%
COc1ccc(NC(=O)C23CCC(C)(C(=O)O2)C3(C)C)cc1 (stereo not given)	-9%	3.2%
CCN(CC)CCSc1nc(O)c(C(C)C)c(=O)[nH]1	0%	·
Cc1oc2cc(OCC(=O)O)ccc2c(=O)c1Oc1ccccc1	-4%	·
CN(C)c1cccc(C(=O)Nc2cc(Cl)cc(Cl)c2)c1	0%	5.0%
Cc1cc2c(=O)n(NC(N)=O)c(C)nc2s1	-2%	0.6%
CC(=O)c1sc(NC(=O)CN2C(=O)CCC2=O)nc1C	·	3.7%
Cc1ccc(OCC(=O)Nc2ccc(C)cc2[N+](=O)[O-])cc1	-3%	1.3%
Cn1c(SCC(=O)N2CCN(c3ccccc3)CC2)nnc1-c1ccccc1	·	3.2%
O=c1c2cnn(-c3ccccc3)c2nc(-c2ccccc2)n1-c1ccc(Br)cc1	1%	15%
CC(C)(C(=O)O)c1ccc([N+](=O)[O-])cc1	0%	-2.4%
COc1ccc(NC(=O)c2ccccc2NC(=O)c2ccco2)cc1	3%	0.0%
COc1cccc(NC(=S)NC(NC(=O)c2ccccc2)C(Cl)(Cl)Cl)c1 (stereo not given)	2%	-1.2%
CCOC(=O)/C(C(N)=NCCCO)=C(/O)c1ccccc1	·	-2.7%
Cc1[nH]nc2c1C1(CCN(C(=O)c3ccccc3)CC1)C(C#N)=C(N)O2	4%	0.8%
CCCCn1c(SCC(=O)Nc2ccc3c(c2)OCO3)nc2c1c(=O)n(C)c(=O)n2C	-3%	-2.9%
CN1C(=O)C(O)(C2COC(C)(C)CC2=O)c2ccccc21 (stereo not given)	3%	-0.9%
Cc1ccc(-c2cc(C(=O)N/N=C/c3ccc(Br)cc3)[nH]n2)cc1	8%	-2.4%
CC1=C(C(=O)Nc2ccccc2C)C(c2ccc(Cl)cc2)C2=C(CCCC2=O)N1 (stereo not given)	1%	2.4%

Whole records as entered above.
CCOC(=O)/C(C(N)=NCCCO)=C(/O)c1ccccc1 in the list: MKP-3 inhibition: ·; Hsp70 inhibitors: -2.7%
COc1nnc(-c2ccc(N3CCCCC3)c(NC(C)=O)c2)c2ccccc12 in the list: MKP-3 inhibition: ·; Hsp70 inhibitors: -3.3%

Later entries:
SMILES	MKP-3 inhibition	Hsp70 inhibitors
CCCCc1nc2ccccc2c(=O)n1NC(=O)c1c(O)c2c(n(CC(C)C)c1=O)CCCC2	-4%	3.7%
Cn1c(NCc2ccco2)nc2c1c(=O)n(Cc1ccc(Br)cc1)c(=O)n2C	-8%	-3.8%
CCOC(=O)c1cc(C)sc1NC(=O)c1ccc(Cl)s1	·	1.2%
COCCNC(=O)CSc1nc(-c2ccccc2)cs1	·	-3.7%
Cc1ccc(-c2nc3cc(C)ccc3o2)cc1	-7%	-1.4%
O=C(COc1ccc(S(=O)(=O)N2CCCCC2)cc1)NCc1ccncc1	0%	2.6%
O=C(CN1C(=O)C2(OCCO2)c2ccccc21)c1ccc(Cl)cc1	-12%	5.0%
COCCN1CN(S(=O)(=O)c2ccccc2)c2nc3ccccc3nc21	4%	10%
Cc1ccc(N(CC(=O)NCc2ccco2)S(=O)(=O)c2ccc(F)cc2)cc1	2%	15%
Cc1cc2c(c(=O)n1CCCn1ccnc1)C(c1ccco1)C(C#N)=C(N)O2 (stereo not given)	-3%	1.7%
CCCCCN(C(=O)NC(=O)NC(C)CC)S(C)(=O)=O (stereo not given)	4%	-1.7%
Cc1cccc(N(C)S(=O)(=O)c2cccc3nsnc23)c1	5%	-3.7%
O=C1Nc2ccccc2C(O)(C(=O)NCc2ccco2)N1c1ccccc1 (stereo not given)	-9%	2.6%
CCCCSc1nnc2c(n1)OC(/C=C/c1ccc([N+](=O)[O-])o1)Nc1ccccc1-2 (stereo not given)	1%	2.9%
O=C(/C=C/c1ccccc1Cl)Nc1nccs1	4%	1.9%
CCCSc1nc(N2CCOCC2)c2c(c1C#N)CCCC2	2%	2.6%
Cc1csc(NC(=O)CSc2nc(C)cs2)n1	-7%	·
COc1ccc(/C=C/C(=O)NC(=S)Nc2ccc(I)cc2)cc1OC	1%	-0.8%
COc1ccc(C(O)C(CN2CCOCC2)c2ccccc2)cc1 (stereo not given)	-14%	-0.9%
COc1ccc(C2CC(C(F)(F)F)n3nc(C(=O)Nc4ccc5c(c4)OCO5)c(Cl)c3N2)cc1OC (stereo not given)	-4%	3.8%

Sorted by value in MKP-3 inhibition (ascending): 3 from the list above.
molecule,MKP-3 inhibition,Hsp70 inhibitors
O=C(CN1C(=O)C2(OCCO2)c2ccccc21)c1ccc(Cl)cc1,-12%,5.0%
O=C(COc1ccc(S(=O)(=O)N2CCCCC2)cc1)NCc1ccncc1,0%,2.6%
CCCSc1nc(N2CCOCC2)c2c(c1C#N)CCCC2,2%,2.6%

Quoted at random: seven records from the list, in no set order.
SMILES	MKP-3 inhibition	Hsp70 inhibitors
Cc1ccc(N(CC(=O)NCc2ccco2)S(=O)(=O)c2ccc(F)cc2)cc1	2%	15%
O=C(/C=C/c1ccccc1Cl)Nc1nccs1	4%	1.9%
COc1ccc(/C=C/C(=O)NC(=S)Nc2ccc(I)cc2)cc1OC	1%	-0.8%
O=C1Nc2ccccc2C(O)(C(=O)NCc2ccco2)N1c1ccccc1 (stereo not given)	-9%	2.6%
COc1ccc(C2CC(C(F)(F)F)n3nc(C(=O)Nc4ccc5c(c4)OCO5)c(Cl)c3N2)cc1OC (stereo not given)	-4%	3.8%
Cn1c(NCc2ccco2)nc2c1c(=O)n(Cc1ccc(Br)cc1)c(=O)n2C	-8%	-3.8%
Cc1csc(NC(=O)CSc2nc(C)cs2)n1	-7%	·

(list continues)
SMILES	MKP-3 inhibition	Hsp70 inhibitors
CCOc1ccc(NC(=O)/C(=C/c2ccccc2)c2ccccc2)cc1	0%	1.0%
CCSc1nnc2c(n1)OC(c1ccc(-c3ccc(Cl)cc3)o1)Nc1ccccc1-2 (stereo not given)	0%	-0.4%
O=C(COc1cccc2ccccc12)NCCCN1CCOCC1	4%	-2.7%
O=C(Cn1nnc2ccccc21)NCc1ccccc1	-1%	2.8%
O=C1C2C(C(=O)N1c1ccccc1)C1(c3ccccc3)C(=O)C2(c2ccccc2)C(c2ccccc2)=C1c1ccccc1 (stereo not given)	1%	4.1%
COc1cc(OC)cc(C(=O)Nc2ccc(O)c(-c3nc4ccccc4o3)c2)c1	2%	-3.0%
COc1ccccc1NC(=O)NS(=O)(=O)c1ccc(C)cc1	·	0.5%
COC(=O)c1cc(-c2ccc(C)cc2)nc2ccccc12	3%	2.0%
O=C(Nc1ccc(F)cc1F)c1cccc(I)c1	-2%	3.8%
